# N370S GC: N370S glucocerebrosidase modulation, Gaucher chaperone candidate; P04062; hit rate 0.092% among 330,000; Potency, µM (titrated, usually from 59.4 µM), for the others: at the top dose activity change, negative = inhibition, actives largely listed as inhibitors; N370S GC spleen homogenate, 4MU-glucoside fluorescence;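 note: 0% = full enzyme activity and -100% = no enzyme basal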
# GCN5L2 inh: inhibitors of human GCN5L2 histone acetyltransferase. hit rate 0.21% among 390,000. Q92830. AID 504327. GCN5L2 HAT assay, ThioGlo1 CoA-SH fluorescence. Potency, µM (titrated, usually from 58.9 µM), for inactives: at the highest dose activity change, negative = inhibition, actives largely listed as inhibitors
# Target sequence (Q92830 whole entry, looked up): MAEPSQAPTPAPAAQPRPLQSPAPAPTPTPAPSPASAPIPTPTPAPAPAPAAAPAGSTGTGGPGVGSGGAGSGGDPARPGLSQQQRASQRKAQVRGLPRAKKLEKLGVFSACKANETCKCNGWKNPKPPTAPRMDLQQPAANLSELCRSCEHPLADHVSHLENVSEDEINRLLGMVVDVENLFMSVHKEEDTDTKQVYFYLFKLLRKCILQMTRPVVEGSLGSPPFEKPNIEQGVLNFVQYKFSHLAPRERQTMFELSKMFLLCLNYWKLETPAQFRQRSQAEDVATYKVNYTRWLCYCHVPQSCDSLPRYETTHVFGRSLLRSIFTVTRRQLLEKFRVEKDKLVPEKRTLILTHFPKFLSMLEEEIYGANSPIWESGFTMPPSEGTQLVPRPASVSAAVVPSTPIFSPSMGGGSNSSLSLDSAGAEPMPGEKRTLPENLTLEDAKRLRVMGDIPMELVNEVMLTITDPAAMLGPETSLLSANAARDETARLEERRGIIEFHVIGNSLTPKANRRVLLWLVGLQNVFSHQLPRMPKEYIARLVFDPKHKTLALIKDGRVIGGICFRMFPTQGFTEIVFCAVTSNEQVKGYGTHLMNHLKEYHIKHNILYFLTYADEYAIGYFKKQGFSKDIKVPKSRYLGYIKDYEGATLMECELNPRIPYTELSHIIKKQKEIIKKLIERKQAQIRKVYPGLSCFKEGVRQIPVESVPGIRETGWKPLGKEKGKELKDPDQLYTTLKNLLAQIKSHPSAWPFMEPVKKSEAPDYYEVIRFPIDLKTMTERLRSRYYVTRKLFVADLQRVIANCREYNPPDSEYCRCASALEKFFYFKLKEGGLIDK
#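 Titration-based screen in which CoA formation is detected via maleimide probe ThioGlo1 (50uM) turning fluorescent on thiol reaction; substrates H3(1-25) 75uM and acetyl-CoA 70uM, GCN5L2 20nM, 20 min incubation at room temperature.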
# FEN1 inh: human FEN1 inhibition; Recombinant FEN1 flap cleavage, fluorescence, 15 min; Potency, µM (top dose mostly 114 µM), without a hit: at the highest dose activity change, negative = inhibition, hits mostly inhibitors; hit rate 0.35% among 390,000; note: nearly all actives have a fitted effect of over 65% in size
#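 Steps: FEN1 (10 nM) dispensed; compound added by pin tool; 15 min at room temperature; substrate added to 50 nM final; reads at 0 min and 15 min; data normalized and fitted (four-parameter Hill).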
# Numbers without * were called inactive; ? = inconclusive; . = not tested or not shown; [ ] = dose if it differs, or a comment. Calls come from the whole dose curve; as a rule, active = well fitted curve in the direction sought with a large enough effect; inconclusive = small, poorly fitted or top-dose-only effect, or another doubt; inactive = no such curve, though single readings can be large; an effect the other way counts as inactive or inconclusive. Unless noted, % is set by controls: 0 for no effect and ±100 for the full control effect; potency is the fitted concentration of half-maximal effect. Only part of the results is shown, so the mix of outcomes need not match the whole.
# Each structure is followed by: GCN5L2 inh	N370S GC	FEN1 inh
CCOc1ccccc1C(=O)Nc1ccc(S(=O)(=O)N(Cc2ccccc2)c2ccccc2)cc1
 : -8%	.	8%
Cc1ccc(CN2CCN(Cc3c(C)nn(C(C)C)c3C)CC2CCO)o1 (stereo not given)
 : -2%	0%	-1%
CCOC(=O)c1c(S(=O)(=O)N2CCCC(C(=O)N3CCN(c4cccc(C)c4C)CC3)C2)c(C)n(C)c1C (stereo not given)
 : 4%	.	4%
Fc1ccc(Cn2ccc(-c3cnc(-c4ccccc4)s3)n2)cc1
 : -2%	13%	-20%
CCOc1cccc(-c2cc(=O)[nH][nH]2)c1
 : -1%	-4%	-4%
Cc1ccc(Nc2nc(-c3cccnc3)cs2)cc1C
 : 4%	-19%	-12%
COc1ccc2[nH]c(=S)[nH]c2c1
 : -2%	12%	4%
COc1cc(C)ccc1NC(=O)c1ccc(S(=O)(=O)N2CCOCC2)cc1
 : -16%	-6%	-12%
Cc1ccc2c(c1)cc1c(=O)n(Cc3ccc(Cl)cc3)nc(C)n12
 : -6%	.	-5%
COc1ccc(S(N)(=O)=O)cc1C(=O)NCCCN1CCN(c2cccc(Cl)c2)CC1
 : -4%	3%	4%
COc1ccc(-n2nc(C(=O)N(C)C3CCCCC3)c3ccccc3c2=O)c(OC)c1
 : -2%	2%	-3%
Cc1cc(=O)[nH]c(S)c1C#N
 : -2%	11%	.
C=CCNC(=O)c1cc(=O)c2ccccc2o1
 : -5%	2%	-1%
COc1ccc(/C=C2/SC(=O)N(CCC(=O)Nc3ccccc3)C2=O)cc1OC
 : -3%	7%	2%
CCCC1CCC(=NNC(=S)NCCc2ccccc2)CC1 (stereo not given)
 : 0%	7%	3%
CC(C)c1nnc(NC(=O)c2sc3ccccc3c2Cl)s1
 : -14%	1%	-5%
CCOC(=O)C1CCN(C(=O)c2ccc(OC)cc2OC)CC1
 : 1%	1%	-2%
O=C(COC(=O)CNC(=O)c1ccccc1)NCCCc1ccccc1
 : -4%	.	3%
COc1ccc(OC)c(NC(=O)COC(=O)C2CCN(C(=O)c3ccc(Cl)cc3)CC2)c1
 : -7%	-9%	5%
COCc1ccc(C(=O)N2CCCC(C(=O)c3cccc(C(F)(F)F)c3)C2)o1 (stereo not given)
 : 0%	8%	-8%
COCc1c(C(=O)OCc2nnc(-c3ccc([N+](=O)[O-])cc3)o2)oc2ccccc12
 : -6%	.	0%
CC(C)CC1NC(=O)N(CC(=O)Nc2cc([N+](=O)[O-])ccc2F)C1=O (stereo not given)
 : -4%	.	-5%
O=C(O)CCCN1C(=O)/C(=C\C(Cl)=C\c2ccccc2)SC1=S
 : 0%	-4%	?
COc1ccc(NC(=O)CSc2n[nH]c(=O)n2Cc2ccccc2)cc1Cl
 : -1%	2%	-15%
COc1cc(C(C(=O)NC2CCCCC2)N(C(=O)Cc2c[nH]c3ccccc23)c2ccc(C)cc2)cc(OC)c1OC (stereo not given)
 : -10%	-17%	12%
O=C1C(c2ccc(F)cc2)N(CCc2ccccc2)C(=O)CN1C1CCCCCC1 (stereo not given)
 : 2%	.	-6%
COc1cccc(-c2nnc3n(Cc4ccc(C)cc4)c(=O)c4ccccc4n23)c1O
 : -4%	.	10%
CCc1cccc(NC(=O)c2nc(-c3ccncc3)no2)c1
 : -5%	.	12%
CCc1ccc(NC(=O)c2cnn3c(C(F)F)cc(C)nc23)cc1
 : -7%	12%	1%
CSc1nc2sc3c(c2c(=O)n1C)CCC(C)C3 (stereo not given)
 : -8%	20%	-6%
CCc1ccc(NC(=O)COC(=O)/C(=C/c2ccccc2OC)c2ccccc2)cc1
 : -13%	23%	-19%
COc1ccc(NC(=O)c2cc(-c3ccco3)on2)cc1
 : -12%	-6%	5%
CCOC(=O)C1=CN(Cc2cccc(F)c2)S(=O)(=O)N(CC)C1c1ccc(F)c(Cl)c1 (stereo not given)
 : -10%	.	-16%
Cc1ccc(CNC(=O)c2ccccc2NC(=O)CN2CC(C)OC(C)C2)cc1 (stereo not given)
 : -3%	-3%	-7%
O=C(CN1CCCCC1)NCC(=O)Nc1ccc(F)c(F)c1F
 : 2%	.	-1%
CC(=O)c1ccc(NC(=O)Cn2c3ncccc3c(=O)n2-c2ccc(C)cc2)cc1
 : -5%	.	13%
Cc1ccc(S(=O)(=O)N2CCN(C(=O)CCC(=O)NCc3cccc(C(F)(F)F)c3)CC2)cc1
 : -1%	-3%	-2%
O=c1c(-c2ccc(F)cc2)nc2cncnc2n1Cc1ccccc1
 : -16%	6%	.
Cc1cc(C)c(OCC(=O)N/N=C/c2ccc3c(c2)OCO3)c(C)c1
 : -5%	-17%	1%
CCC(C)[C@H](NC(=O)[C@@H]1CSC2c3ccccc3C(=O)N21)C(=O)NCc1ccco1 (stereo not given in full)
 : -16%	-3%	-6%
CC(=O)C(C)Oc1ccc2c3c(c(=O)oc2c1C)CCCC3 (stereo not given)
 : 3%	6%	-4%
CCCC(C(=O)Nc1ccncc1)c1ccccc1 (stereo not given)
 : -8%	-3%	2%
Cc1ccsc1C(=O)NC(C)c1ccccc1 (stereo not given)
 : -8%	1%	-2%
CC(C)CNC(=O)c1ccccc1NC(=O)CSCc1ccccc1
 : ?	-11%	-5%
Cc1cc(C)cc(NC(=O)CSc2oc(-c3ccco3)nc2S(=O)(=O)c2ccc(Cl)cc2)c1
 : 0%	.	37%[activator]
CCn1nc(C)c(CNC(=O)C2CCC(=O)N(Cc3ccc(Cl)cc3)C2)c1C (stereo not given)
 : -16%	-2%	1%
CCOCCCn1c(=N)c(S(=O)(=O)c2ccc(C)cc2)cc2c(=O)n3cc(C)ccc3nc21
 : 2%	1%	-10%
O=C(NC1CCCC1)C(c1ccc(Cl)cc1)N(C(=O)c1csnn1)C1CC1 (stereo not given)
 : -4%	-4%	4%
O=C(COC(=O)c1cc2ccccc2cc1O)NCc1ccccc1
 : 1%	.	1%
COc1ccccc1CNC(=O)c1cccc2c1C(=O)N(Cc1cccnc1)C2
 : -4%	8%	2%
COC(=O)c1[nH]c(C)c(/C(O)=C2\C(=O)C(=O)N(CCN3CCOCC3)C2c2cccs2)c1C (stereo not given)
 : -1%	-10%	-8%
COc1ccc(C(=O)/C=C/Nc2ccc(NC(C)=O)cc2)cc1OC
 : -18%	2%	-2%
CCOC(=O)n1cc(C(=O)c2ccccc2O)cn1
 : -3%	-4%	-12%
CNC(=S)NNC(=O)c1cccn(Cc2cccc(Cl)c2)c1=O
 : ?	-2%	-12%
Cc1ccccc1C(=O)N1CCN(c2ccc(NC(=O)c3cccnc3)cc2)CC1
 : -3%	1%	0%
COCc1c(C(=O)NC2CCCCCC2)oc2ccccc12
 : -3%	12%	-6%
C#CCOCCOCCOCCNc1nc(N2CCOCC2)nc(N2CCN(C(=O)CCCCCCCCCCNC(=O)[C@H]([C@@H](C)CC)n3cc(CCCCN=C(N)N)nn3)CC2)n1
 : 1%	?	-2%
CC(=O)Nc1nc2cc3c(cc2s1)OCCO3
 : ?	2%	0%
CCCn1c(N)c(C(=O)COC(=O)/C=C/c2ccc(OC(F)F)c(OC)c2)c(=O)[nH]c1=O
 : 1%	.	-2%
Cc1cc(C)cc(NS(=O)(=O)c2ccc3[nH]cc(C(=O)N4CCCCC4)c(=O)c3c2)c1
 : -4%	.	-6%

# A portion from further up:
# Each structure is followed by: GCN5L2 inh	N370S GC	FEN1 inh
CCc1ccc(NC(=O)COC(=O)/C(=C/c2ccccc2OC)c2ccccc2)cc1
 : -13%	23%	-19%
COc1ccc(NC(=O)c2cc(-c3ccco3)on2)cc1
 : -12%	-6%	5%
CCOC(=O)C1=CN(Cc2cccc(F)c2)S(=O)(=O)N(CC)C1c1ccc(F)c(Cl)c1 (stereo not given)
 : -10%	.	-16%
Cc1ccc(CNC(=O)c2ccccc2NC(=O)CN2CC(C)OC(C)C2)cc1 (stereo not given)
 : -3%	-3%	-7%
O=C(CN1CCCCC1)NCC(=O)Nc1ccc(F)c(F)c1F
 : 2%	.	-1%
CC(=O)c1ccc(NC(=O)Cn2c3ncccc3c(=O)n2-c2ccc(C)cc2)cc1
 : -5%	.	13%
Cc1ccc(S(=O)(=O)N2CCN(C(=O)CCC(=O)NCc3cccc(C(F)(F)F)c3)CC2)cc1
 : -1%	-3%	-2%

# The list goes on.
# Each structure is followed by: GCN5L2 inh	N370S GC	FEN1 inh
COc1ccc(Nc2ccc(OC)cc2)cc1
 : -21%	-10%	-4%
Cc1ccc(CN=C2Nc3ccccc3CS2)cc1
 : -5%	-1%	-20%
CCOC(=O)c1c(C)n(C)c2cc([N+](=O)[O-])c(O)c([N+](=O)[O-])c12
 : -15%	14%	-7%
Cc1cc(NS(=O)(=O)c2ccc(NC(=O)C(F)(F)F)cc2)nc(C)n1
 : 1%	-6%	14%
COc1ccc(C(=O)Nc2ccc(S(=O)(=O)Nc3cnc4ccccc4n3)cc2)cc1
 : -7%	-4%	-10%
COc1ccc(-c2nnc(SCC(=O)N(C)C3CCS(=O)(=O)C3)n2C(C)C)cc1 (stereo not given)
 : 0%	.	-11%
COc1ccc([N+](=O)[O-])cc1N(CC(=O)NCC1CCCO1)S(C)(=O)=O (stereo not given)
 : 2%	-8%	11%
COc1cc(CNc2ccc3[nH]c(=O)[nH]c3c2)ccc1OCc1ccccc1
 : -10%	0%	20%
O=C(NCC1CCN(Cc2ccccc2F)CC1)Nc1cc(F)ccc1F
 : -2%	-8%	16%
Cc1cc(C(=O)OC(C)C(=O)Nc2nc(-c3ccccc3)cs2)c(C)o1 (stereo not given)
 : -18%	-11%	-7%
CC(=O)/C(N=Nc1cc2c(cc1[N+](=O)[O-])OCCO2)=C(\C)O
 : -5%	-11%	2%
CC(C)CCNC(=O)c1ccc(C2SCC(=O)N2Cc2ccco2)cc1 (stereo not given)
 : -5%	11%	-1%
CCN(CC)S(=O)(=O)c1ccc2c(c1)c(=O)c(C(=O)N1CCN(c3ccccc3OC)CC1)cn2C
 : -3%	.	-6%
CC(C)c1cc(CNC(=O)c2cc(COc3cncc(Cl)c3)on2)on1
 : -5%	-1%	2%
Cc1ccc(C(C)C)c(OCc2ccc(C(=O)N/N=C/c3ccc(C(=O)O)cc3)cc2)c1
 : -2%	-23%	-16%
COc1ccccc1Oc1ccc2c(c1)C(=O)N(c1cccc(O)c1)C2=O
 : -11%	-26%	?
Cc1ccc(C)c(NC2=NC3(CCCCC3)N=C(N)N2)c1
 : 0%	-1%	-9%
N#CCCSc1nc(N2CCOCC2)c2c(c1C#N)CCCC2
 : -2%	10%	-11%
Cc1ccc(NC(=O)c2oc3ccccc3c2NC(=O)C2CCCCC2)cc1
 : -3%	.	-4%
CCCOP(=O)(c1ccc(N(C)C)cc1)C(O)c1ccc(Cl)cc1Cl (stereo not given)
 : -4%	-5%	-2%
CCOC(=O)c1nnn(CC(=O)Nc2cccc(OC)c2)c1C(=O)OCC
 : -2%	3%	2%
CCOc1ccc(OCCC(=O)OCC(=O)NNC(=O)c2ccccc2)cc1
 : -8%	-3%	-1%
CC(OC(=O)Cc1ccc(Br)cc1)C(=O)NC1CCCCC1C (stereo not given)
 : -2%	-3%	7%
C#CCSC1=C(C#N)C(c2cccs2)C(C(=O)OCC)=C(C)N1 (stereo not given)
 : -2%	7%	8%
O=C(Nc1cnn(Cc2ccccc2)c1)c1nc2ncccn2n1
 : -5%	2%	2%
Cc1cc(C)c(NC(=O)CSc2ccnc(=O)[nH]2)c(C)c1
 : 1%	.	3%
CC1(C)CC(NCc2cccc([N+](=O)[O-])c2)CC(C)(C)N1
 : 5%	1%	7%
COc1ccc(Br)cc1C(=O)N/N=C/c1ccc([N+](=O)[O-])cc1
 : -7%	-2%	-16%
Cc1ccc2c(c1)c1c3n2CCN=C3CCC1
 : -4%	4%	1%
CCc1noc(C)c1C(=O)Nc1nc(-c2ccc(Cl)cc2Cl)cs1
 : -3%	-14%	9%

# Pulled by compound from the entries so far, 2 records:
# Each structure is followed by: GCN5L2 inh	N370S GC	FEN1 inh
Cc1cc(C)c(NC(=O)CSc2ccnc(=O)[nH]2)c(C)c1
 : 1%	.	3%
COc1ccc(C(=O)Nc2ccc(S(=O)(=O)Nc3cnc4ccccc4n3)cc2)cc1
 : -7%	-4%	-10%

# Screening results from PubChem.
